Screens as filed in PubChem BioAssay.
GSK3B inh – blocks human GSK3beta kinase activity; AID 2097; P49841; GST-GSK3beta kinase, ADP-Glo luminescence, 60 min; active compounds read low; activity score (negative = inhibition), % at 10 µM; 300,000 tested, 0.038% active;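 active = more than half of replicate wells score below -50%, meaning over 50% inhibition versus plate controls; inconclusive = some replicates but at most half score below -50%; inactive = no replicate scores below -50%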;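 note: 0% = median DMSO wells and -100% = median GW8510 positive control wells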
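Test system – GST-tagged human GSK3beta kinase, cell-free · Incubation – 60 min enzyme reaction, room temperature · Signal – ADP-Glo luminescence · Also added – peptide substrate and ATP at 25 µM · Controls – DMSO neutral wells and GW8510 at 20 µM as positive · Buffer or medium – Tris/MgCl2 kinase buffer · Measure – Luminescence-derived activity versus plate DMSO and GW8510 wells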
Dyrk1A ADPGlo – blocks rat Dyrk1A kinase activity | Q63470 | ADP-Glo luminescence, NFATc1 peptide | inhibition, % at 12.5 µM | 310,000 tested, 0.43% active | AID 504441; in the data active = inhibition above about 50%;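 note: plate controls were vehicle with enzyme for no effect and no enzyme for full effect; many of its hits are not listed in these tables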
KCNQ1 block – human KCNQ1 channel inhibition; P51787; CHO-K1 KCNQ1, FluxOR thallium flux fluorescence; active compounds read high; B-score at 10 µM; 310,000 tested, 1.3% active;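 active = compounds whose thallium flux B-score, printed positive for inhibition, exceeds three library SD while starting fluorescence stays within three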;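 note: channel opened by potassium depolarization with thallium stimulus after 20 min compound exposure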
GSK3 alpha inh – blocks human GSK-3 alpha kinase. P49840. ADP-Glo luminescence, 60 min. inhibition, % at 10 µM. 320,000 tested, 0.1% active;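 in the data active = inhibition above about 50%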;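 note: GST-tagged GSK-3 alpha with peptide substrate and 25 µM ATP; 0% = DMSO neutral wells and 100% = GW8510 positive control wells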
PolyA inh – inhibitors of polyadenylation in S. cerevisiae | S. cerevisiae SKY197-pL101 polyadenylation reporter, beta-gal luminescence; efflux-impaired pdr1/pdr3 knockout yeast; score 100 = 6 SD above DMSO | 300,000 tested, 0.02% active | calls only at 12 µM;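 active = lowest replicate activity score at least 50, where 100 means six control SD above control mean; inconclusive = lowest score under 50 but half or more replicates reach 50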;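 note: yeast exposed to compound for 9 h at 30 °C; higher score means more reporter readthrough which indicates perturbed polyadenylation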
KCNK3 block – human KCNK3 channel inhibition, primary screen; 340,000 tested, 0.84% active; B-score at 10 µM; AID 602410; O14649; CHO-KCNK3 thallium flux, FluxOR fluorescence; active compounds read low;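 active = B-score under library mean minus 4 SD, starting fluorescence ratio at most library mean plus 5 SD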;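 note: more negative B-score means stronger inhibition of thallium flux through KCNK3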
KCNQ1 pot – potentiators or activators of human KCNQ1 potassium channel; P51787; CHO-K1 KCNQ1, thallium flux FluxOR fluorescence; active compounds read high; B-score at 10 µM; 310,000 tested, 0.35% active; AID 2648;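 active = fluorescence ratio B-score, a plate-corrected score, at least three library SD, with initial intensity B-score within 5 SD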
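assay system = CHO-K1 cells stably expressing KCNQ1 | medium = assay buffer, equal DMSO in all wells | timing = 37 °C overnight plating, 90-min dark dye load, 20-min compound pretreatment | measured by = kinetic FluxOR thallium fluorescence, 10-s 1-Hz baseline, 110-s post-stimulus read | measure = fluorescence change relative to baseline, converted to B score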
KCNK9 inh – human KCNK9 channel inhibition; Q9NPC2; HEK293 KCNK9, FluxOR thallium flux fluorescence; active compounds read low; B-score at 10 µM; 310,000 tested, 1.2% active; AID 488922;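 active = ratio B-score over 3 SD below the library mean, with starting fluorescence within 5 SD of its mean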;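 note: negative B-score means less thallium flux so channel inhibition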
HDAC3 inhib – blocks human histone deacetylase 3; recombinant HDAC3, fluorogenic peptide/trypsin coupled, fluorescence; 320,000 tested, 0.15% active; AID 2718; inhibition, % at 8.3 µM; O15379; in the data active = inhibition above about 26%, passing the limit was not always enough; inconclusive = no clear call, values can overlap the other calls
RGS4 act – potentiators or activators of RGS4. HEK293 M3R/inducible RGS4, carbachol calcium flux Fluo4; active compounds read low. B-score at 10 µM. 310,000 tested, 0.92% active. AID 463111;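 active = B-score of the integrated calcium signal more than 4 SD below the library mean, with starting fluorescence not abnormally high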;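 note: negative B-score means reduced calcium response which marks RGS4 activation or potentiation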
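Assay system: HEK293 FlpIn-TREx cells, stable M3R, doxycycline-inducible RGS4 / Probe or stimulus: carbachol, ECmax concentration / Times: overnight RGS4 induction, 30 min dye load 37 °C, 20 min compound RT / Signal: kinetic calcium fluorescence imaging with Fluo4-AM dye, 2 µM / Measure: Agonist-evoked peak-minus-minimum fluorescence over baseline, integrated ratio, B score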
hERG protect – shields human hERG channel from block by proarrhythmic agents. CHO-hERG, FluxOR thallium flux, dofetilide IC70 present. activation (rescue from dofetilide block), less the hit threshold, % at 10 µM. 310,000 tested, 0.51% active. AID 1511. Q12809;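 active = activation above the mean of controls blocked by dofetilide plus 5 SD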;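 note: thallium influx through hERG after potassium depolarization seen as dye fluorescence rise; in these data hits start at about 4.7%; inactives centre near -7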
Target sequence (Q12809 whole entry, looked up): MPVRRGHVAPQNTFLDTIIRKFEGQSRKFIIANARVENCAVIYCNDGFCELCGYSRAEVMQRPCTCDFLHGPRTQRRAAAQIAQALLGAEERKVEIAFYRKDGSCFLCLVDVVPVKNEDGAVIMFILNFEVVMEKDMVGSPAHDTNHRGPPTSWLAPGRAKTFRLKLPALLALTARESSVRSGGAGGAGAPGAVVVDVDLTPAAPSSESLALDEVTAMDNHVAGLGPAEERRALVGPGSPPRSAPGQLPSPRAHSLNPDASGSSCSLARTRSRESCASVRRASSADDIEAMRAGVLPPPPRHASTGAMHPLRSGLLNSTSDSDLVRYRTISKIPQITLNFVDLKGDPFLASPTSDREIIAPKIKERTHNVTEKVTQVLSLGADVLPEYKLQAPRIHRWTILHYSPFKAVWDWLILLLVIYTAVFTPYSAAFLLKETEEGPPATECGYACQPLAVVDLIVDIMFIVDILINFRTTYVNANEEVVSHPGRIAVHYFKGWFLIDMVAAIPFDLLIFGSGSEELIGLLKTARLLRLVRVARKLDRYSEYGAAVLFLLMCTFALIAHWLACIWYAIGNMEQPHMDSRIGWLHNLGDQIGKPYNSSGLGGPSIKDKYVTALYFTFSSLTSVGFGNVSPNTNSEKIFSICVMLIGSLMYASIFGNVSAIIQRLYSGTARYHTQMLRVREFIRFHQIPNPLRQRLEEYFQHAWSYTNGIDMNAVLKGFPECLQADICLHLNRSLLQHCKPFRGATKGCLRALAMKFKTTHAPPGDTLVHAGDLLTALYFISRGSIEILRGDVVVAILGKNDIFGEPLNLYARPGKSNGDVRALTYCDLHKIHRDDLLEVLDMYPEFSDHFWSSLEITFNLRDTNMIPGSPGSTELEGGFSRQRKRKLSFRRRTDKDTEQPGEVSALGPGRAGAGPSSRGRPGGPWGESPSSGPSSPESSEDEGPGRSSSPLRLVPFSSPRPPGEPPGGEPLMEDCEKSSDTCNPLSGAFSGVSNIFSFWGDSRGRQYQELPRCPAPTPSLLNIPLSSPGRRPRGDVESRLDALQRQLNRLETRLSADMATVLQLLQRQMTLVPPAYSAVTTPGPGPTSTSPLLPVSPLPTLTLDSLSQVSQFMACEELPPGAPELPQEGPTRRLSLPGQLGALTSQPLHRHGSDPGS
An asterisk follows results filed as active; i = inactive; ? = inconclusive; . = not tested or not shown. Only part of the results is shown; the hit share may differ from the screen's.

SMILES | GSK3B inh | Dyrk1A ADPGlo | KCNQ1 block | GSK3 alpha inh | PolyA inh | KCNK3 block | KCNQ1 pot | KCNK9 inh | HDAC3 inhib | RGS4 act | hERG protect
O=C(NCCc1ccc(F)cc1)N1CCOCC1 | -1 | 0 | i | -1 | i | i | i | i | -1 | i | -3
O=C(COc1ccccc1)Nc1nnc(-c2ccccc2Cl)o1 | 3 | -6 | i | 2 | i | i | i | i | 7 | i | -8
Cc1ccc(C)c(-n2c(-c3ccncc3)n[nH]c2=S)c1 | -1 | . | i | -2 | i | i | i | i | ? | i | -10
CC(=O)c1nnn(-c2cccc(C#N)c2)c1C | 0 | -5 | i | -1 | i | i | i | i | 1 | i | -3
COc1ccccc1CN(C)CC(=O)Nc1ccc(Cl)cc1F | -3 | 1 | i | -2 | i | i | i | i | 7 | i | -19
Cc1ccc(OCC(=O)NS(=O)(=O)c2ccccc2)cc1 | 3 | -8 | i | 0 | i | i | i | i | -3 | i | -6
COC(=O)COc1cccc(NC(=O)c2ccc(Cl)cc2)c1 | -1 | 13 | i | -2 | i | i | i | i | -8 | i | -10
O=C(COC(=O)C1CCN(c2ccc(C(F)(F)F)cn2)CC1)NCCc1ccccc1 | 4 | 1 | i | -1 | i | i | i | i | 1 | i | -13
C/C(CCCO)=N/Nc1ccc([N+](=O)[O-])cc1[N+](=O)[O-] | 0 | -3 | i | -1 | i | i | i | i | 2 | i | -17
CCc1ccc(N=c2c([N+](=O)[O-])nn(-c3ccccc3)n2O)cc1 | -1 | 5 | i | -3 | i | i | i | i | -2 | i | -3
COc1ccc(OC)c(Nc2cc(C(=O)NCCCN3CCOCC3)c3ccccc3n2)c1 | 1 | -2 | i | 2 | i | i | i | i | 2 | i | -14
CCC(C)NCCOCCOc1ccc(C)cc1OC (centres undefined) | -1 | -3 | i | -1 | i | i | i | i | 1 | i | -2
O=C(Nc1nnc(-c2ccccc2F)s1)C1CCN(S(=O)(=O)c2ccc(Cl)cc2)CC1 | 1 | . | i | . | i | i | i | i | . | i | -14
O/N=C/c1cc(Br)cc(Br)c1OCc1ccccc1 | -10 | 6 | i | -2 | i | i | i | i | 7 | i | -8
O=C1C2CCCCC2C(=O)N1Cc1ccccc1 (centres undefined) | 3 | -2 | i | -1 | . | i | i | i | -7 | i | -4
O=C(COc1ccc(/C=N/NC(=O)c2ccncc2)cc1)Nc1cccc([N+](=O)[O-])c1 | 2 | 4 | i | -2 | i | i | i | i | 1 | i | -6
Cc1cc(Cl)ccc1NC(=S)NCCC(c1ccccc1)c1ccccc1 | -3 | -3 | 11* | -2 | i | i | i | i | 0 | i | -13
Cc1c(C)c2ccc(OCC(=O)N3CCC(C(=O)O)CC3)cc2oc1=O | -2 | 8 | i | 0 | i | i | i | i | -46 | i | -7
Cc1ccc(-c2nn(-c3ccccc3)cc2C(=O)Nc2cccc(S(=O)(=O)N3CCOCC3)c2)cc1 | 2 | -2 | i | -1 | i | i | i | i | 2 | i | -5
O=C(NC1CCCc2ccccc21)C1CCCC1 (centres undefined) | 1 | 2 | i | -1 | i | i | i | i | -3 | i | -7
COc1ccc(OC)c(C(=O)CSc2nnc(-c3cccnc3)n2C)c1 | 3 | -1 | i | -2 | i | i | i | i | 1 | i | -11
CCO[C@H]1OC(C(=O)O)=C[C@@H](c2cn(C(C)=O)c3ccccc23)[C@@H]1CCCO | 0 | 5 | i | -1 | i | i | i | i | 0 | i | -4
CNC(=O)c1ccc2nc(NC(C)=O)sc2c1 | -1 | . | i | 0 | i | i | i | i | 3 | i | -3
CCOCCCN(C(=O)c1snc(C(N)=O)c1N)C(C(=O)NC1CCCC1)c1ccc(O)c(OC)c1 (centres undefined) | 1 | 0 | i | 1 | i | i | i | i | -11 | i | -9
CC(C)(CNS(=O)(=O)c1ccc(Cl)cc1)N1CCCCC1 | -2 | -2 | i | -4 | i | i | i | i | -4 | i | -3
COCCNC(=O)CN(C(=O)Cn1nnc2ccccc21)c1cc(C)cc(C)c1 | 4 | -5 | i | -3 | i | i | i | i | 0 | i | 1
CCNC(=O)CC1SC(=Nc2cccc3ccccc23)N(C)C1=O (centres undefined) | -3 | 7 | i | 1 | i | i | i | i | -1 | i | -4
CCCNC(=O)c1ccc(N2CCC3(CC2)CC(c2ccccc2)=NO3)c([N+](=O)[O-])c1 | 1 | 11 | i | -2 | i | i | i | i | 2 | i | -7
CC/C(C)=N/NS(=O)(=O)c1ccc(C)c([N+](=O)[O-])c1 | 3 | 2 | i | -1 | i | i | i | i | -5 | i | -7
CCOc1ccc2nc(NC(=O)CSc3ccccc3)sc2c1 | -1 | 4 | i | 1 | i | i | i | i | 6 | i | -7
Cc1ccc(C)c(CN2C(=O)NC3(CCCCCC3)C2=O)c1 | 0 | 4 | i | 0 | i | i | i | i | 2 | i | -2
CC1CCN(c2nc3ccccn3c(=O)c2C=O)CC1 | -2 | 7 | i | -2 | i | i | i | i | 2 | i | -11
CCOc1ccccc1N1CCN(C(=O)Nc2ccc(Cl)c(Cl)c2)CC1 | 2 | . | i | -2 | i | . | i | i | 6 | i | -28
COc1ccc(OC)c(NC(=O)CSc2nnnn2C2CCCC2)c1 | 1 | -7 | i | . | i | i | i | i | . | i | -2
CC1CCCCN1C(=O)CSc1nnc(-c2c[nH]c3ccccc23)o1 (centres undefined) | -1 | 4 | i | 0 | i | i | i | i | -1 | i | -11
COc1ccc(OC)c(NC(=O)CSc2nc(-c3ccccc3)cc(=O)[nH]2)c1 | 1 | . | i | -3 | i | i | i | i | -2 | i | -4
Cc1ccc(S(=O)(=O)NNC(=O)/C=C/c2cccc(F)c2)cc1 | 1 | -1 | i | -2 | i | i | i | i | 0 | i | -7
O=C1C=C(N(CCO)Cc2ccccc2)c2ccccc2C1=O | 0 | 27 | i | . | i | i | i | i | . | i | 0
CCC1COCCS(=O)(=O)N1Cc1ccccc1F (centres undefined) | 0 | 3 | i | -6 | i | i | i | i | 5 | i | -6
O=C(NCc1ccco1)C1CCN(S(=O)(=O)N2CCOCC2)CC1 | 3 | 5 | i | -1 | i | i | i | i | -10 | i | -8

Records listed above printed as active in KCNQ1 block:
compound	GSK3B inh	Dyrk1A ADPGlo	KCNQ1 block	GSK3 alpha inh	PolyA inh	KCNK3 block	KCNQ1 pot	KCNK9 inh	HDAC3 inhib
Cc1cc(Cl)ccc1NC(=S)NCCC(c1ccccc1)c1ccccc1	-3	-3	11*	-2	i	i	i	i	0

Next section
SMILES | GSK3B inh | Dyrk1A ADPGlo | KCNQ1 block | GSK3 alpha inh | PolyA inh | KCNK3 block | KCNQ1 pot | KCNK9 inh | HDAC3 inhib | RGS4 act | hERG protect
Cc1nc(-c2cccc(NC(=O)c3cccs3)c2)cs1 | -2 | 16 | i | 1 | i | i | i | i | 8 | i | -16
O=c1c2c(-c3cccs3)csc2ncn1-n1cccc1 | 1 | 12 | i | . | i | i | i | i | 3 | i | -7
Cc1ccc(Cn2c(SCC(=O)Nc3cc(C)on3)nc3ccccc3c2=O)cc1 | -2 | 7 | i | -4 | i | i | i | i | -2 | i | 0
CCN(CC)C(=O)C1CCN(S(=O)(=O)c2ccc(-n3cnnn3)cc2)CC1 | -1 | -1 | i | -1 | i | i | i | i | -6 | i | -4
CCCCNS(=O)(=O)c1ccc2nc(-c3cccnc3)cc(C(=O)NCCOC)c2c1 | 1 | 0 | i | -2 | i | i | i | i | 2 | i | -5
Cc1cn2c(-c3cccnc3)nnc2s1 | 1 | 4 | i | -1 | i | i | i | i | 5 | i | -14
CSc1nsc(SC)c1CO | -2 | 8 | i | -2 | i | i | i | i | -4 | i | -13
Cc1ccc(-n2nc(C(=O)c3ccccc3)n3c(=O)cc(-c4ccccc4)nc23)cc1 | -2 | 7 | i | -2 | i | i | i | i | -5 | i | 0
O=C(CCNC(=O)c1ccc(Br)cc1)Nc1cccc(S(=O)(=O)N2CCCC2)c1 | 4 | 3 | i | -1 | i | i | i | i | -1 | i | -15
O=C(Nc1nccs1)C1(c2ccc(Cl)cc2)CC1 | 1 | . | i | -2 | i | i | i | i | -8 | i | -13
CN(/C(=N\S(=O)(=O)c1ccccc1)C(F)(F)F)c1ccccc1 | 0 | 3 | i | -6 | i | i | i | i | -1 | i | -9
Cc1c(Cl)c([N+](=O)[O-])nn1CC(=O)NCc1cccnc1 | 0 | -5 | i | -1 | i | i | i | i | ? | i | -5
CCOc1ccc(OCc2cccc(C(=O)N3CCCC3)c2)cc1 | 2 | 0 | i | -2 | i | i | i | i | 3 | i | 0
O=C(NCCN1CCOCC1)C(=O)NCC1OCCN1S(=O)(=O)c1ccccc1 (centres undefined) | 2 | -8 | i | 0 | i | i | i | i | 3 | i | -9
CCNC(=O)CCSc1nnc(-c2ccncc2)o1 | 0 | -1 | i | 5 | i | i | i | i | 3 | i | 0
CC(=O)Nc1ccc(S(=O)(=O)N2CCN(Cc3cccc([N+](=O)[O-])c3)CC2)cc1 | -1 | 4 | i | -4 | i | i | i | i | 0 | i | -5
CCCNC(=S)Nc1ccccc1 | 4 | -4 | i | -2 | i | i | i | i | -3 | i | -6
O=C(c1ccccc1)c1cc(-c2ccccn2)c(N2CCOCC2)s1 | 2 | -1 | i | 1 | i | i | i | i | 7 | i | -12
CCc1c(C(=O)N/N=C/c2ccc(OCc3ccc(F)cc3)c(OC)c2)nnn1-c1nonc1N | 0 | -6 | i | -1 | i | i | i | i | 3 | i | -16
CCOCCCNS(=O)(=O)c1ccc(NC(=O)c2ccccc2)cc1 | -1 | -7 | i | -2 | i | i | i | i | -2 | i | -1
CCOP(=O)(c1c(F)c(F)c(F)c(F)c1F)C(O)c1ccccc1 (centres undefined) | -1 | 2 | i | -2 | i | i | i | i | 3 | i | -12
Cc1cccnc1NC(=O)c1ccc(NS(=O)(=O)c2ccc3[nH]c(=O)[nH]c3c2)cc1 | 1 | -1 | i | -1 | i | i | i | i | -4 | i | -6
Oc1ccc(/C=N/n2c(-c3ccco3)csc2=Nc2cccnc2)c(O)c1 | 1 | 9 | i | 1 | i | i | i | i | -3 | i | -17
